Assay outcomes (PubChem BioAssay)
PABP1 MLLE inh: inhibitors of PABP1 MLLE–PAM2 peptide binding, primary screen, biochemical, fluorescence polarization, FITC-PAM2, GST-MLLE. 360,000 compounds, 0.36% hits. Polyadenylate-binding protein 1 (Homo sapiens), P11940. inhibition, % at 20 µM. AID 588489, 2011; in the data active = inhibition above about 35%, passing the limit was not always enough;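 also: plate controls were DMSO wells with GST-MLLE for no effect and wells lacking GST-MLLE protein for full effect; some results filed as inactive read as strong as hits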
Target sequence (P11940 whole entry, looked up): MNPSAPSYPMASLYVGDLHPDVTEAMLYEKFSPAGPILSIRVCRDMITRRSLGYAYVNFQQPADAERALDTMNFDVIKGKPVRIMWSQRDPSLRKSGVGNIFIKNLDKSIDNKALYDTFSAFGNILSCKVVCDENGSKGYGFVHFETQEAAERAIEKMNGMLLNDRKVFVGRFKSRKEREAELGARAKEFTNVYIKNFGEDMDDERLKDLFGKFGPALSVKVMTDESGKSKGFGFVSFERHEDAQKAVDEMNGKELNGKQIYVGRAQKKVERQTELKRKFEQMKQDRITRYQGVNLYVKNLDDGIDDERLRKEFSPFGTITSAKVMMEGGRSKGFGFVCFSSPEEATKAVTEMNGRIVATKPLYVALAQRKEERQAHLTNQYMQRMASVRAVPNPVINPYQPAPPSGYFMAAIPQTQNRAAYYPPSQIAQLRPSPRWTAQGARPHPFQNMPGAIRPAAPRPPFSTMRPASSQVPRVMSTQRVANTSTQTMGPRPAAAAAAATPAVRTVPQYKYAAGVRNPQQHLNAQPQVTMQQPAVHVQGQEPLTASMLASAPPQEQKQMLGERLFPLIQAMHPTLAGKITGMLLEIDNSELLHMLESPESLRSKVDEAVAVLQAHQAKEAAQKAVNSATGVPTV
Scp1 inh: Scp-1 phosphatase inhibitors, primary screen, biochemical, colorimetric, uHTS; Recombinant Scp1, phosphopeptide, malachite green phosphate absorbance; AID 493091, 2011; 340,000 compounds, 0.88% hits; inhibition, % at 20 µM; Carboxy-terminal domain RNA polymerase II polypeptide A small phosphatase 1 (Homo …;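 active = inhibition above about 50% at 20 µM, limit read from the data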;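 also: plate controls were DMSO wells with enzyme for no effect and wells lacking enzyme for full effect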
Target sequence (Q9GZU7 76-261 limits assumed): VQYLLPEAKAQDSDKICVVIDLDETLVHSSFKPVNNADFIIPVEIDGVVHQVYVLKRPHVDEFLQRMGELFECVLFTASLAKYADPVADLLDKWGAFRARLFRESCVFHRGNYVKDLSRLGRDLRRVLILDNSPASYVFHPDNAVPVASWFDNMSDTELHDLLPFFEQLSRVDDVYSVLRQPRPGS
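Test system: SCP-1 phosphatase catalytic domain, residues 76-261; measured by: colorimetric phosphate reagent with accelerator and stabiliser, absorbance at 630 nm; timing: enzyme reaction 45 min at room temperature, colour 5 min, stabilisation 30 min; also added: Phosphorylated 17-residue peptide substrate; compound dosing: one concentration, 20 µM, with 1.0% DMSO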
LMPTP block: LMPTP phosphatase inhibitors, primary screen, biochemical, fluorescence intensity, uHTS; Low molecular weight phosphotyrosine protein phosphatase (Homo sapiens), P24666; recombinant LMPTP-A, OMFP fluorogenic substrate; inhibition, % at 20 µM; 360,000 compounds, 0.22% hits;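 active = compounds that cut the enzyme signal by at least half of the control window in the single-dose screen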;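 also: plate controls were DMSO wells with enzyme plus substrate for no effect and substrate without enzyme for full effect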
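Assay system: LMPTP-A, protein tyrosine phosphatase of low molecular weight / Medium: pH 6.0 Bis-Tris buffer with DTT and Triton X-100 / Schedule: 50 min enzyme reaction at room temperature, protected from light / Measured by: endpoint fluorescence intensity from OMFP dephosphorylation / Read-out basis: % inhibition relative to no-enzyme and uninhibited control wells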
Rpn11 block: Rpn11 (PSMD14) deubiquitinase inhibitors, primary screen, biochemical, fluorescence polarization, uHTS | 26S proteasome non-ATPase regulatory subunit 14 (Homo sapiens), O00487 | human 26S proteasome, Ub4-pepOG fluorescence polarization; 20S core pre-blocked with epoxomicin | calls only at 20 µM | 360,000 compounds, 0.59% hits | AID 588493, 2011;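 active = inhibition at 20 µM, scaled to each plate's controls, above about 33%, limit read from the data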
STEP block: STEP phosphatase inhibitors, primary screen, biochemical, fluorescence intensity, uHTS | AID 588621, 2011 | 360,000 compounds, 0.25% hits | recombinant STEP, OMFP fluorogenic substrate | inhibition, % at 20 µM | Tyrosine-protein phosphatase non-receptor type 5 (Homo sapiens), P54829;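 active = inhibition at 20 µM, scaled per plate between control wells, above about 37%, limit read from the data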;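 also: 0% = DMSO with enzyme and substrate and 100% = substrate only without enzyme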
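material = STEP tyrosine phosphatase | reagent = fluorogenic phosphatase substrate OMFP at 25 µM final | doses = single compound dose of 20 µM, 1% DMSO final | schedule = 20 min reaction, room temperature, in the dark | measured by = fluorescence, 480/540 nm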
SUMO1-SIM PPI: modulators of SUMO1 protein-protein interactions, primary screen, biochemical, uHTS; SUMO1 binding to a labelled peptide, TR-FRET, 1 h; Small ubiquitin-related modifier 1 (Homo sapiens), P63165; 360,000 compounds, 0.33% hits; inhibition, % at 20 µM; in the data active = inhibition above about 37%
Target sequence (P63165 whole entry, looked up): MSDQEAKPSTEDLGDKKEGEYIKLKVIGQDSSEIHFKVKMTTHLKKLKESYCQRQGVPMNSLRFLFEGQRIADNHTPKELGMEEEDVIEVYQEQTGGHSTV
TbMetRS inhib: T. brucei MetRS inhibitors, primary screen, biochemical, luminescence | methionyl-tRNA synthetase (Trypanosoma brucei brucei) | inhibition, % at 11.9 µM | purified T. brucei MetRS, ATP depletion, Kinase-Glo luminescence | 360,000 compounds, 0.4% hits;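 active = inhibition above a per-plate cutoff of the control wells' mean inhibition plus 3 SD, cut at about 5.5% in these data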;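 also: 0% = DMSO wells median and 100% = median of wells with control inhibitor compound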
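Material: parasite MetRS enzyme / Replication: singlicate, one well per compound / Signal: luminescence of leftover ATP / Schedule: 2 h aminoacylation at 25 °C after 15 min preincubation / Medium: HEPES-MgCl2-KCl buffer plus DTT, spermine, BSA, pyrophosphatase / Doses: 11.9 µM single point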
NadD inh: inhibitors of S. aureus NadD, primary screen, biochemical, colorimetric, uHTS; Nicotinate-nucleotide adenylyltransferase NadD (Staphylococcus aureus N315); inhibition, % at 20 µM; AID 602399, 2012; 360,000 compounds, 0.78% hits; purified NadD enzyme, colorimetric absorbance read-out; in the data active = inhibition above about 26%; also: some compounds past the cut are filed as inactive
CSN inh: inhibitors of CSN-mediated cullin deneddylation, primary screen, biochemical, fluorescence polarization, uHTS. COP9 signalosome complex subunit 5 (Homo sapiens), Q92905. Purified CSN, SCF-Nedd8-OG deneddylation. inhibition, % at 12.5 µM. 360,000 compounds, 0.38% hits;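 active = pattern-corrected inhibition above about 35%, with an unprinted fluorescence ratio check between 0.5 and 1.5, limit read from the data, passing the limit was not always enough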;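 also: 0% = enzyme with substrate and 100% = substrate without enzyme; some results filed as inactive read as strong as hits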
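Assay system: Purified human Csn5 enzyme expressed in HEK293T cells | Amount: Enzyme 0.24 nM | Measured by: Fluorescence polarization readout | Medium: Tris/NaCl/DTT buffer, pH 7.5 | Compound dosing: One concentration, 12.5 µM, 0.25% DMSO | Times: 90 min incubation of compound, enzyme and substrate at room temperature | Control set: no-enzyme wells high, enzyme-with-substrate wells low | Read-out: % inhibition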
DNMT1 block: human DNMT1 methyltransferase inhibitors, primary screen, biochemical, molecular beacon, fluorescence, HinP1I cleavage, uHTS; DNA (cytosine-5)-methyltransferase 1 (Homo sapiens), P26358; inhibition (reported as % activation of signal), % at 10 µM; AID 588458, 2011; 360,000 compounds, 0.83% hits; in the data active = inhibition above about 50%
Starred values were filed as active, the others as inactive; i = inactive; . = not tested or not shown.

SMILES	PABP1 MLLE inh	Scp1 inh	LMPTP block	Rpn11 block	STEP block	SUMO1-SIM PPI	TbMetRS inhib	NadD inh	CSN inh	DNMT1 block
COc1ccccc1NC(=O)CN(c1ccccc1)S(=O)(=O)c1ccccc1	-5.2	-3.7	-1.0	i	1.5	1.0	-2.5	-4.7	1.4	3.0
COc1ccc(CCNc2c([N+](=O)[O-])c(=O)oc3ccccc23)cc1OC	14.1	6.9	0.2	i	2.4	-17.7	0.0	1.5	-3.3	2.2
COc1ccc(CC(=O)N2CCC(C)(C(=O)NS(=O)(=O)C3CC3)C2)cc1OC (centres undefined)	-0.5	.	-1.2	i	-0.8	3.4	-0.1	-1.9	6.2	4.1
Fc1ccc(-c2cnc[nH]2)cc1	2.7	-6.7	-0.9	i	-1.7	-0.7	-1.1	2.7	-0.1	1.5
CCOc1ccc(S(=O)(=O)NCCC(=O)NCC(c2ccco2)N2CCCCC2)cc1 (centres undefined)	9.1	-8.6	-0.3	i	1.4	-1.6	-0.5	-7.8	-2.5	0.1
O=C(NCc1ccncc1)C(=O)NCc1ccncc1	0.7	4.1	-1.9	i	-1.4	2.0	-1.4	-2.5	-4.3	1.3
COc1ccc(CNS(=O)(=O)NCc2ccc(C)cc2)cc1OC	-2.4	-3.7	-1.2	i	-3.2	-0.4	-0.3	-1.8	25.1	1.3
COC(=O)/C(C#N)=C\c1c(OC)[nH]c2ccccc12	3.9	-2.2	2.3	i	-1.2	-15.5	0.7	-8.7	-1.2	-1.6
CC(=O)NC(c1ccc2ccccc2c1)c1ccc2cccnc2c1O (centres undefined)	-10.1	-2.0	4.9	i	0.9	-26.4	0.7	11.0	-0.6	-8.0
Cc1cc(OCCCCNC(C)C)cc(C(C)C)c1	7.8	-3.9	1.9	i	-9.0	0.9	-1.4	-2.9	-2.6	6.6
Cc1ccccc1NC(=O)c1ccc(CN2CCc3ccccc3C2)cc1	5.2	3.6	-0.9	i	-2.6	-3.9	-0.6	-2.7	3.0	-3.6
O=[N+]([O-])c1ccc(C(O)CN2CCN(Cc3ccccc3)CC2)cc1 (centres undefined)	11.6	-3.0	-0.7	i	-1.8	-22.6	-0.2	-0.3	0.8	1.8
COC(=O)c1cccnc1NC(=S)NC(C)C	-24.1	-0.3	-0.5	i	-0.6	-1.3	0.4	-2.6	-10.4	3.6
CCCn1c(SCC(=O)Nc2c(C)cccc2C)nnc1C(C)C	8.0	-5.9	0.5	i	-2.6	0.1	-1.0	1.9	0.6	-1.3
CCOC(=O)Cn1c(=O)oc2cc(S(=O)(=O)N3CCCc4ccccc43)ccc21	13.4	-7.4	0.7	i	1.9	3.4	-0.2	-9.0	3.2	-4.6
C/C(Cn1nc([N+](=O)[O-])cc1C)=N\NC(=O)COc1ccc(Cl)cc1Cl	-19.8	0.1	-0.8	i	-2.3	3.2	0.0	-2.5	4.2	-7.5
CC(=O)c1c(C)[nH]c(C(=O)N2CCc3ccccc32)c1C	-2.2	-12.1	0.6	i	3.3	-6.7	0.1	0.5	0.0	-6.5
COc1cc(OC)cc(C(=O)NNC(=O)CCc2ccccc2)c1	-0.6	-6.1	-1.2	i	0.4	2.6	-0.3	0.6	3.5	0.2
CC(C)C[C@H](NC(=O)OC(C)(C)C)c1nnc(SCc2cccc(F)c2)o1	-83.0	0.2	0.6	i	3.4	2.1	-2.1	-0.7	-0.8	5.3
COc1ccc(OCCNC(=O)/C=C/c2ccc([N+](=O)[O-])cc2)cc1	-2.4	-14.2	-0.7	i	-3.1	-27.4	-0.2	-7.5	-0.2	-2.8
O=C1[C@H]2[C@@H](c3ccc(F)cc3)N3C(=O)N(c4cccc(Br)c4)C(=O)[C@@]3(Cc3ccccc3)[C@H]2C(=O)N1C1CCCCC1	-3.5	-13.9	1.5	i	0.5	0.1	-0.3	18.6	-1.8	-0.8
CC1Cc2ccccc2N1S(=O)(=O)c1cccc(C(=O)NNC(=O)c2ccccc2F)c1 (centres undefined)	-13.6	-12.0	0.5	i	-0.8	6.3	-0.2	-4.2	-1.4	1.3
COC(=O)c1sc2nc(-c3ccccc3)c3c(c2c1N)CCCC3	4.3	7.4	3.2	i	3.8	-2.6	-1.2	2.7	0.7	-0.4
Cc1ccc2oc(C(=O)NCCC3CCCCO3)c(C)c2c1 (centres undefined)	7.5	-6.1	-0.1	i	4.4	-6.8	-0.2	-3.4	-0.9	-0.5
CC(C)N1CCC(N2CCN(Cc3ccc(-c4ccc(Cl)cc4)o3)CC2CCO)CC1 (centres undefined)	-3.8	-11.6	-2.8	i	-4.7	-6.7	-0.4	-6.0	-6.7	-9.1

An excerpt of these results, with two lines to a compound.
The line under a structure holds: PABP1 MLLE inh, Scp1 inh, LMPTP block, Rpn11 block, STEP block, SUMO1-SIM PPI, TbMetRS inhib, NadD inh, CSN inh, DNMT1 block
> COc1cc(OC)cc(C(=O)NNC(=O)CCc2ccccc2)c1
→ -0.6, -6.1, -1.2, i, 0.4, 2.6, -0.3, 0.6, 3.5, 0.2
> COC(=O)c1cccnc1NC(=S)NC(C)C
→ -24.1, -0.3, -0.5, i, -0.6, -1.3, 0.4, -2.6, -10.4, 3.6
> COc1ccc(CCNc2c([N+](=O)[O-])c(=O)oc3ccccc23)cc1OC
→ 14.1, 6.9, 0.2, i, 2.4, -17.7, 0.0, 1.5, -3.3, 2.2
> CCCn1c(SCC(=O)Nc2c(C)cccc2C)nnc1C(C)C
→ 8.0, -5.9, 0.5, i, -2.6, 0.1, -1.0, 1.9, 0.6, -1.3
> COc1ccc(CNS(=O)(=O)NCc2ccc(C)cc2)cc1OC
→ -2.4, -3.7, -1.2, i, -3.2, -0.4, -0.3, -1.8, 25.1, 1.3

Next part.
SMILES	PABP1 MLLE inh	Scp1 inh	LMPTP block	Rpn11 block	STEP block	SUMO1-SIM PPI	TbMetRS inhib	NadD inh	CSN inh	DNMT1 block
Cn1c(SCc2n[nH]c(=S)n2-c2ccccc2)nnc1-c1ccccc1	4.5	-11.8	-2.2	i	0.9	1.0	-1.1	3.3	-2.2	9.5
CC(Oc1ccc2c(c1)oc(=O)c1ccccc12)C(=O)NCC1CCC(C(=O)O)CC1 (centres undefined)	-6.0	9.5	3.6	i	4.1	12.2	-1.0	-2.0	-2.6	1.5
COc1ccc(N2CC(NC(=O)N(C)CCC#N)CC2=O)cc1 (centres undefined)	-0.8	-7.9	-1.1	i	2.0	5.4	-0.5	-3.8	-1.9	6.2
CCn1c(COc2ccc(=O)n(-c3ccccc3)n2)nnc1SCc1ccc(C)cc1	-0.2	-2.5	0.0	i	10.2	-6.3	-0.5	3.5	0.0	-0.1
CCOc1nc(C)cc(C)c1S(=O)(=O)c1ccc(Cl)cc1	-0.9	-5.6	0.0	i	0.4	0.8	-0.8	-2.8	-0.7	-0.9
Nc1oc2ccccc2c(=O)c1C=O	-13.0	-11.1	-0.8	i	-4.8	6.2	0.4	-1.7	1.9	2.7
Cn1cc(C(=O)C(=O)N2CCCc3ccccc32)c2ccccc21	1.0	-7.4	-0.8	i	2.3	1.2	-0.3	-8.9	-7.2	1.9
N#Cc1ccccc1OCCn1cncn1	-10.7	0.8	-1.6	i	-0.8	-1.6	-0.1	0.9	-0.2	-2.6
CC(C)OCCCN(C)C1CCN(S(=O)(=O)c2ccc(-c3ccc(=O)[nH]n3)s2)CC1	-10.4	50.7*	1.6	i	-3.9	-19.5	-0.6	-3.4	-2.2	-1.3
COc1ccc(C2/C(=C(\O)c3ccc(OC)c(Cl)c3)C(=O)C(=O)N2CCN(C)C)cc1 (centres undefined)	5.3	-14.7	-5.1	i	-3.0	-6.7	0.1	-1.6	5.7	-3.8
COC(=O)c1ccc(C(=O)N2CCCC(Nc3ccc(C(C)C)cc3)C2)cc1 (centres undefined)	5.1	-3.4	0.1	i	0.9	2.2	-0.3	-3.7	-4.7	-1.6
C=CCn1c(SCC(C)=O)nc2scc(-c3ccc(C)o3)c2c1=O	10.1	-6.0	-1.1	i	2.5	-2.1	-0.6	1.7	-2.6	1.1
OC(c1ccccn1)c1c[nH]c2ccccc12 (centres undefined)	7.1	7.2	-0.1	i	-1.9	2.6	0.0	2.5	5.5	-9.1
CCCCN(C(=O)c1ccc(Cl)c([N+](=O)[O-])c1)c1c(N)n(CCC)c(=O)[nH]c1=O	3.1	-1.4	-1.1	i	-0.5	-7.9	0.1	1.1	0.5	0.3
C[C@@H]1NC(=O)[C@H](CCC(N)=O)NC(=O)c2cc([N+](=O)[O-])cc(I)c2NCCC[C@@H](C(N)=O)NC1=O	-8.7	9.2	1.4	i	-2.5	-21.6	0.1	2.4	25.3	11.5
O=S(=O)(c1ccc(Cl)nc1)N1CCC(Cc2ccccc2)CC1	-0.5	-3.6	-1.1	i	-3.5	0.2	-0.7	0.8	-1.8	5.9
CC(=O)N1CCN(Cc2nc(-c3cccc(Cl)c3)no2)CC1	-16.0	3.6	-0.5	i	-4.3	2.9	-0.4	-4.1	4.7	2.7
O=C(c1ccc(S(=O)(=O)NCc2ccco2)cc1)N1CCN(Cc2ccccc2)CC1	-4.3	-5.2	0.1	i	-0.7	-4.0	0.0	-7.4	-2.9	4.1
COCCN1C(=O)c2ccc(C(=O)Nc3nccs3)cc2C1=O	-2.7	-1.1	-2.5	i	1.1	-24.5	0.0	-1.5	-4.2	2.7
